West Nile virus CPE – West Nile virus antiviral activity, cell-based, CPE readout (AID 1621). CPE inhibition, % at 10 µM, or IC50 in µM where a hit was titrated. West Nile virus-infected cells, CPE inhibition; higher % means a stronger effect. 0.02% of 290,000 active; in the data active = a potency from the dose series; inconclusive = CPE inhibition mostly from about 3.7% at the one dose, without a potency; inactive = the rest, 99 in 100 with CPE inhibition below about 2.2%; note: strong numbers were not always called active
GPR55 LPI antagonism – inhibition of LPI-stimulated GPR55 beta-arrestin translocation – imaging, U2OS, beta-arrestin-GFP, LPI agonist, primary screen (AID 2013); U2OS GPR55 beta-arrestin-GFP translocation imaging, LPI antagonism; higher % means a stronger effect; inhibition, % at 10 µM; hits with a dose series show IC50 in µM; 0.13% of 290,000 active;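 active = spots per cell inhibited over 60%, with over 100 cells counted and total cytoplasm intensity under 500,000; inconclusive = wells with under 100 cells, flagged as likely toxic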;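 note: U2OS cells stably carrying GPR55 and arrestin-GFP stimulated by 5 µM LPI near EC80; imaged beta-arrestin-GFP aggregate spots per cell after agonist stimulation; plate controls were LPI-stimulated DMSO wells for no effect and DMSO wells without LPI for full effect; some results filed as inactive read as strong as hits; confirmed hits need IC50 under 10 µM and bright autofluorescent wells are also inconclusive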
GPR35 antagonists – inhibition of zaprinast-stimulated GPR35 beta-arrestin translocation – imaging, U2OS, beta-arrestin-GFP, zaprinast agonist, primary screen (AID 2058). 0.052% of 290,000 active. U2OS GPR35 beta-arrestin-GFP translocation imaging, zaprinast antagonism; higher % means a stronger effect. inhibition, % at 10 µM, or IC50 in µM where a hit was titrated;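 active = inhibition of at least 50% with at least 30 cells and total cytoplasm GFP at most 10,000,000; inconclusive = under 30 cells or total GFP of 10,000,000 plus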
GPR55 beta-arrestin – selective activators of receptor GPR55 – imaging, U2OS cells, beta-arrestin-GFP redistribution, primary screen (AID 1961); 0.048% of 290,000 active; U2OS GPR55 beta-arrestin-GFP redistribution imaging; higher % means a stronger effect; activation, % at 10 µM; hits with a dose series show EC50 in µM;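 active = activation above 40% with more than 50 cells counted in the well; inconclusive = wells holding fewer than 50 cells, flagged as toxic or sparse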;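 note: U2OS osteosarcoma cells stably expressing GPR55 and beta-arrestin-GFP; plate controls were DMSO negative control for no effect and LPI positive control for full effect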
KOR beta-arrestin-1 – KOR agonists, beta-arrestin recruitment, primary screen, cell-based, luminescence, uHTS (AID 1777) | KOR beta-arrestin recruitment, luminescence; higher % means a stronger effect | 0.02% of 280,000 active | activation, % at 10 µM; hits with a dose series show EC50 in µM; in the data active = activation above about 50%, passing the limit was not always enough; note: a part of the inactive calls stands beside numbers as strong as those of hits
KOR beta-arrestin-2 – kappa opioid receptor blockers – cell-based, luminescence, uHTS (AID 1778); KOR beta-arrestin recruitment, luminescence, antagonist mode; higher % means a stronger effect; inhibition, % at 10 µM; hits with a dose series show IC50 in µM; 0.091% of 290,000 active; in the data active = inhibition above about 50%; note: strong numbers were not always called active
NOD1 inhibition – NOD1 signaling inhibitors, primary screen, cell-based, luminescence, uHTS (AID 1578); NOD1-driven NF-kB luciferase reporter cells, luminescence; higher % means a stronger effect; one-dose inhibition, % at 4 µM; EC50 in µM for titrated hits; 1% of 290,000 active; in the data active = inhibition mostly above about 36%, no sharp cut-off; inactive = mostly below about 34%;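 note: HEK-293T reporter cells stimulated with the NOD1 agonist gamma-tri-DAP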
NS5 inhibitors – flavivirus cap methylation enzyme inhibition – biochemical, confirmation dose response, primary screen (AID 588689) | Dengue-2 NS5 methyltransferase capping enzyme assay, biochemical; higher % means a stronger effect | inhibition, % at 25 µM; hits with a dose series show IC50 in µM | 0.3% of 340,000 active; in the data active = a potency from the dose series; inconclusive = inhibition above about 29% without an active follow-up result
HIV peptide binding – cell-free HIV fusion peptide-binding blockers – biochemical, uHTS, fluorescence dequenching, primary screen (AID 1986) | cell-free peptide binding, fluorescence dequenching, 30 min; higher % means a stronger effect | one-dose inhibition, % at 20 µM; IC50 in µM for titrated hits | 0.3% of 290,000 active; in the data active = inhibition mostly above about 52%, no sharp cut-off; inactive = mostly below about 76%; note: some results filed as inactive read as strong as hits
NS5 inhibitors pilot replicate – further read-out of NS5 inhibitors, marked with its call; inhibition, %; measured here: pilot screen replicate inhibition
The depositor's hits bear a star; ? = inconclusive; . = not tested or not shown; [ ] = remark or other dose.

SMILES	West Nile virus CPE	GPR55 LPI antagonism	GPR35 antagonists	GPR55 beta-arrestin	KOR beta-arrestin-1	KOR beta-arrestin-2	NOD1 inhibition	NS5 inhibitors	HIV peptide binding	others
CCOC(=O)C1=C(C)Nc2ccccc2S1	0.9%	-3%	5%	-0.1%	2.9%	-11%	-8%	0%	0.2%
COc1cc(C(=O)OCC(=O)NCc2ccc(F)cc2)ccc1OCC(C)C	0.3%	-15%	5%	-0.2%	0.6%	-55%	5%	-6%	1.0%
CCOC(=O)C1(CCCc2ccccc2)CCN(Cc2cnn(C)c2)CC1	-0.8%	28%	-6%	0.6%	-2.1%	-19%	-10%	-1%	-1.3%
Cc1ccccc1CS(=O)(=O)c1ccc(C(=O)N2CCC(C)CC2)cc1[N+](=O)[O-]	-1.0%	0%	-4%	-0.6%	-3.9%	23%	22%	-8%	2.2%
CCOC(=O)NC1(C(F)(F)F)C(=O)N(Cc2ccccn2)C2=C1C(=O)CC(C)(C)C2 (stereo unspecified)	-0.4%	-6%	7%	0.3%	-1.9%	14%	7%	-5%	1.4%
COc1ccc(C2c3ccsc3CCN2C(=O)NC(C)(C)C)cc1 (stereo unspecified)	-0.9%	-8%	12%	-0.4%	-3.0%	17%	-2%	-5%	-1.2%
CCOC(=O)C(CC)Sc1ccc2nnc(CCNS(=O)(=O)c3ccccc3)n2n1 (stereo unspecified)	1.3%	11%	8%	-0.3%	5.3%	2%	-16%	-5%	-2.4%
COc1ccc(CNC(=O)c2ccc(CNc3c(NC4CCCCC4)c(=O)c3=O)cc2)cc1	.	8%	3%	-0.2%	0.1%	26%	-39%	-7%	5.3%
CCCN(CC(=O)c1cc(C)n(C)c1C)S(=O)(=O)c1cccc(C(F)(F)F)c1	?	1%	-11%	0.3%	1.6%	-4%	-26%	-6%	1.2%
COc1cc2c(cc1OC)CN(C(=S)Nc1ccccc1Cl)CC2	-0.5%	8%	2%	0.2%	2.5%	-14%	-8%	-1%	1.8%
O=c1cc(O)n(-c2ccccc2F)c(=S)[nH]1	0.3%	-8%	-9%	-0.1%	0.8%	16%	0%	-2%	0.5%
Cn1cccc1C(=O)NCC1CCCCC1	-0.4%	-11%	0%	-0.1%	12%	-33%	-6%	1%	-0.8%
Cc1noc(C)c1C(=O)N1CCN(c2cccc(Cl)c2)CC1	-0.6%	-25%	11%	-0.3%	0.6%	5%	-37%	-4%	-1.4%
COc1ccc(NC(=O)CCC(=O)c2cccs2)cc1S(=O)(=O)Nc1ccc(Cl)cc1	-1.1%	-9%	16%	-0.2%	1.3%	12%	9%	-3%	4.2%
O=C(CN1CCCC1)Nc1ccc([N+](=O)[O-])cc1Cl	-0.6%	-6%	0%	-0.2%	0.1%	-27%	-16%	-6%	2.6%
CNC(=O)CS(=O)CC(=O)Nc1cc(OC(C)C)c(Cl)cc1Cl (stereo unspecified)	-0.5%	-1%	-1%	-0.1%	-3.0%	5%	-22%	5%	0.3%
CSCCC(NC(=O)c1ccccc1Br)C(=O)Nc1ccc(C)cc1 (stereo unspecified)	-0.2%	0%	-11%	-0.1%	0.4%	8%	-27%	-4%	-2.7%
CCCCOc1ccc(C2OC34CCCCC3C(C#N)(C#N)C2(C#N)C(=N)O4)cc1 (stereo unspecified)	-0.1%	-9%	-2%	0.0%	-0.5%	20%	-2%	?	19%
COCCn1c(=NC(=O)CCS(=O)(=O)c2ccccc2)sc2cc(C(=O)OC)ccc21	-0.5%	15%	7%	0.0%	-1.5%	-4%	-26%	-4%	0.1%
CCOC(=O)c1c(C)[nH]c(C)c1C(=O)COC(=O)/C=C/c1cccc(F)c1	-1.8%	9%	-4%	-0.1%	-4.3%	7%	-20%	0%	1.1%
Cc1ccc(OCC(=O)N2CCN(C(=O)c3cccs3)CC2)cc1	-0.1%	12%	-8%	0.0%	3.3%	9%	-20%	0%	0.8%
CCOC(=O)CCC(=O)NNC(=O)c1ccc(NC(=O)c2ccccc2)cc1	0.2%	-3%	0%	0.8%	0.5%	-25%	-17%	-12%	-0.8%
Cc1ccc(S(=O)(=O)c2nnn(-c3cccc(F)c3)c2N)cc1	0.2%	-28%	7%	0.9%	5.9%	-38%	17%	-8%	0.3%
CNC(=O)CN1C(=O)C2C3C=CC(C3)C2C1=O (stereo unspecified)	-0.4%	-8%	12%	-0.2%	1.8%	24%	-17%	2%	-0.6%
Cc1cc(NC(=O)Cc2cc(F)cc(F)c2)no1	0.0%	-10%	9%	-0.1%	8.7%	12%	12%	2%	0.3%
COc1cc2c(cc1OC)CN(C(=O)c1cc(=O)c3ccccc3o1)CC2	0.2%	-11%	-3%	-0.1%	-2.4%	0%	20%	-1%	-1.2%
O=C(N=Nc1c(O)[nH]c2ccc(Br)cc12)c1ccccc1-n1cccc1	.	-1%	-24%	-0.1%	2.7%	-78%	3%	1%	-4.2%
O=C(Nc1ccccc1C(=O)N1CCOCC1)c1ccc([N+](=O)[O-])cc1	-0.2%	-10%	12%	-0.1%	-3.8%	-5%[20 µM]	0%	0%	-1.4%
Nc1ccc(Oc2c(Cl)cccc2Cl)nc1	0.0%	14%	-5%	-0.1%	2.3%	31%	-10%	2%	4.7%
N#CCCN=C(NS(=O)(=O)c1ccccc1)c1ccccc1	0.3%	1%	0%	0.2%	-4.7%	-72%	10%	0%	0.9%
O=[N+]([O-])c1cccc(-c2nnc(-c3ccccc3)o2)c1	-0.8%	-5%	18%	-0.1%	.	0%[20 µM]	29%	-8%	-1.4%
COc1ccc(N(C(=O)c2snc(C(N)=O)c2N)C(C(=O)NC2CCCC2)c2ccco2)cc1 (stereo unspecified)	-1.0%	2%	-4%	-0.2%	-0.5%	5%	17%	-6%	-1.6%
CCN1CCc2c(C#N)c(N3CCCCC3)nc(NCc3ccccc3)c2C1	-0.3%	20%	-15%	-0.1%	-3.2%	16%	-20%	5%	7.6%
Cc1ccc(OCCn2cnc3c(N)ncnc32)cc1	-0.7%	-12%	6%	-0.1%	-0.9%	29%	-27%	-8%	1.5%
COc1ccc(CNC(=O)CCc2cc(OC)c(OC)c(OC)c2)cc1	-0.4%	-4%	2%	-0.1%	0.0%	2%	3%	-4%	0.6%
CC1CCN(C(=O)CN(C)S(=O)(=O)c2cccc3nsnc23)CC1	0.1%	18%	6%	0.0%	0.7%	-31%	-10%	2%	-0.6%

Random excerpt: two entries already listed.
SMILES	West Nile virus CPE	GPR55 LPI antagonism	GPR35 antagonists	GPR55 beta-arrestin	KOR beta-arrestin-1	KOR beta-arrestin-2	NOD1 inhibition	NS5 inhibitors	HIV peptide binding	others
O=[N+]([O-])c1cccc(-c2nnc(-c3ccccc3)o2)c1	-0.8%	-5%	18%	-0.1%	.	0%[20 µM]	29%	-8%	-1.4%
Cc1cc(NC(=O)Cc2cc(F)cc(F)c2)no1	0.0%	-10%	9%	-0.1%	8.7%	12%	12%	2%	0.3%

More entries
SMILES	West Nile virus CPE	GPR55 LPI antagonism	GPR35 antagonists	GPR55 beta-arrestin	KOR beta-arrestin-1	KOR beta-arrestin-2	NOD1 inhibition	NS5 inhibitors	HIV peptide binding	others
COC(=O)c1sccc1NC(=O)/C=C/c1ccc(Cl)cc1Cl	-0.4%	-9%	10%	-0.2%	-4.8%	-6%	-25%	-2%	1.2%
N#Cc1nc(COc2cccc(Cl)c2)oc1NCc1ccncc1	-0.5%	-7%	-4%	-0.2%	13%	0%	-8%	-7%	-0.8%
COC(=O)Cn1c(=O)c2c(nc3n2CC(C)CN3c2ccc(C)c(C)c2)n(C)c1=O (stereo unspecified)	-0.1%	-1%	-14%	-0.1%	-2.7%	23%	0%	2%	-2.2%
C(=C\c1nc(N2CCCC2)c2ccccc2n1)/c1ccccc1	-0.3%	9%	14%	-0.1%	5.3%	-37%	9%	0%	-2.2%
S=C(Nc1ccccc1)N1CCc2ccccc21	-0.1%	0%	8%	0.0%	0.0%	-52%[20 µM]	-36%	-1%	-0.6%
CCOC(=O)C1CCCN(Cc2ccc(-c3ccccc3)cc2)C1 (stereo unspecified)	-0.1%	-24%	-10%	1.2%	2.4%	-13%[20 µM]	1%	-1%	0.0%	NS5 inhibitors pilot replicate=1.8
Cc1cc(C(=O)N2CCCC(N3CCN(c4ccccc4C)CC3)C2)nc(C)n1 (stereo unspecified)	-0.2%	1%	-4%	-0.1%	-2.8%	-15%	-13%	0%	1.6%
Cc1cc(C)c(NC(=O)c2cn3c4c(c(N5CCN(C)CC5)c(F)cc4c2=O)OCC3C)c(C)c1 (stereo unspecified)	-1.1%	1%	-8%	0.5%	5.8%	-20%	8%	0%	-0.7%
Cc1noc(C)c1S(=O)(=O)N(CC(=O)NCCc1ccccc1)c1ccc(C(C)C)cc1	-0.9%	-17%	0%	-0.1%	4.2%	13%	0%	-5%	0.9%
N#Cc1ccsc1NC(=O)c1cccc([N+](=O)[O-])c1	-0.4%	-5%	6%	0.1%	2.6%	-55%	.	0%	16%
COc1ccc(C(=O)N/N=C2\CCc3ccccc32)cc1OC	-0.7%	7%	3%	0.2%	-5.1%	16%	-24%	-7%	-2.6%
O=C(c1ccc([N+](=O)[O-])cc1)N1CCC(n2nnc3cc(F)ccc32)CC1	0.5%	-1%	10%	-0.1%	.	-52%[20 µM]	-37%	-10%	-0.5%
CCn1c(SCC(=O)Nc2ccc(S(N)(=O)=O)cc2)nnc1-c1ccccc1OC	0.0%	9%	-3%	0.2%	5.3%	-21%	-1%	-8%	-0.2%
O=C(NCc1ccccc1)c1ccc[n+]([O-])c1	0.2%	0%	2%	-0.3%	10%	-44%[20 µM]	13%	-1%	0.3%	NS5 inhibitors pilot replicate=-4.6
CC(=O)Nc1ccccc1OCc1nnc(-c2ccccc2Cl)o1	0.4%	4%	-2%	-0.1%	8.5%	-20%	-12%	-3%	-0.2%
Cc1ccc(CC(=O)N2CCOCC2)cc1	1.0%	2%	-15%	-0.1%	-3.4%	7%	-29%	-2%	-0.8%
COc1cc(-n2c(C)nc3cc(C(=O)N4CCOCC4)ccc32)cc(OC)c1OC	0.1%	0%	2%	0.0%	1.2%	-62%	-49%	-8%	0.4%
O=C(c1ccc(-n2cnnn2)cc1)N1CCOCC1	0.2%	-4%	-3%	-0.2%	-5.0%	-40%	0%	3%	9.7%
N#CCCn1c(=S)[nH]c2ccccc21	0.4%	3%	6%	-0.2%	0.3%	-14%	-2%	-6%	1.0%
Nc1nonc1-n1nnc(C(=O)N/N=C/c2cccc(Cl)c2)c1-c1ccc2c(c1)OCO2	0.1%	7%	-4%	-0.1%	0.4%	41%	-24%	-12%	0.6%

Compound activity from PubChem.

A portion of the library; rates above refer to the full screens.
